Coupling enz: qHTS Assay for Inhibitors of Fructose-1,6-bisphosphate Aldolase from Giardia Lamblia: Coupling assay counterscreen | coupling enzyme system counterscreen, AmpLite Red fluorescence | activity change, negative = inhibition, % at 58.2 µM, hits read low | actives 0.67% (n = 290,000) | AID 2472, 2010; in the data active = activity change below about -30%; note: % is set by controls: 0 for no effect and ±100 for the full control effect
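First, compound is pin-transferred into glyceraldehyde-3-phosphate coupling-enzyme reagent at 57.5 uM final and held 10 min at RT. Next, substrate, coupling system and AmpLite Red are added. After 20 min RT, fluorescence (525/598 nm) is read.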
FLuc modulator: qHTS profiling assay for firefly luciferase inhibitor/activator using purifed enzyme and Km concentrations of substrates (counterscreen for miR-21 project); Luciferin 4-monooxygenase (Photinus pyralis), P08659; purified FLuc, Km substrates, luminescence inhibition; Potency, µM (titrated, usually from 57.5 µM), for inactives: top-dose activity change, negative = inhibition, actives largely listed as inhibitors; actives 6.9% (n = 360,000); AID 588342, 2011;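 note: potency is the fitted concentration of half-maximal effect; plate controls were vehicle for no effect and reference inhibitor for full effect; nearly all actives have a fitted effect of over 55% in size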
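Biochemical qHTS of compounds, final roughly 60 µM downward over six points, against 10 nM purified firefly luciferase using Km concentrations of substrates (10 uM D-luciferin, 10 uM ATP) in Tris acetate pH 7.5 buffer; luminescence output.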
Rab9 prom act: qHTS Assay for Rab9 Promoter Activators; Huh7 Rab9 promoter-luciferase reporter, luminescence, 24 h; Potency, µM (top dose mostly 9.22 µM), without a hit: at the top dose activation, negative = inhibition, most hits filed as activators; actives 2.8% (n = 320,000); AID 485297, 2010; note: potency is the fitted concentration of half-maximal effect; % of control where 0% means no effect; nearly all actives have a fitted effect of over 60% in size
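Quantitative HTS format; Huh7 Rab9-luciferase reporter cells (1500/well) receive compound 2 h post-plating, incubate 24 h at 37 °C, then get luciferase reagent for 10 min before luminescence reading.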
Tb PFK block: qHTS Assay to Find Inhibitors of T. brucei phosphofructokinase; T. brucei PFK, ADP-Glo luminescence; AID 485367, 2010; Potency, µM (series often up to 57.5 µM), for inactives: top-dose activity, negative = inhibition, usual class: inhibitors; actives 0.17% (n = 330,000);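 note: potency is the fitted concentration of half-maximal effect; 0% = uninhibited 1x PFK enzyme wells and -100% = no-enzyme wells; nearly all actives have a fitted effect of over 60% in size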
Target sequence (O15648 whole entry, looked up): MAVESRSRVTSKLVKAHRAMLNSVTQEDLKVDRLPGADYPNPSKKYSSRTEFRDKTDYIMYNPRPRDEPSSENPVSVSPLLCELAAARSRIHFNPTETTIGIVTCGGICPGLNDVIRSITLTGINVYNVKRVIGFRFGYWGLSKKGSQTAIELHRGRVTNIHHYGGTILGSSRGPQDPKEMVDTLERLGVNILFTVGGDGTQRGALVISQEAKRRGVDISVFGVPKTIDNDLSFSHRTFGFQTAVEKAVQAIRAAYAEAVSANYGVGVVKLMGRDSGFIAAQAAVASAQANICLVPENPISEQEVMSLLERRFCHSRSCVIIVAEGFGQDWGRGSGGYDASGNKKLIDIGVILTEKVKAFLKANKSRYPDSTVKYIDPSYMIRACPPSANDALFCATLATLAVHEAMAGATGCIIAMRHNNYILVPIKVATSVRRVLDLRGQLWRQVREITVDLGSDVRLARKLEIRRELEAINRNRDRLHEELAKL
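Compounds were pin-transferred as a titration series up to 57 uM into substrate buffer (0.5 mM F6P, 0.1 mM ATP, pH 8.0), then 1.25 nM PFK was added and reactions ran 45 min before ADP-Glo detection.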
NPC1 promoter act: qHTS Assay for NPC1 Promoter Activators; Potency, µM (titrated, usually from 9.22 µM), for inactives: at the highest dose activation, actives largely listed as activators; actives 2.4% (n = 320,000); Huh7 NPC1 promoter luciferase reporter, 24 h; AID 485313, 2010;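 note: potency is the fitted concentration of half-maximal effect; % of control where 0% means no effect; nearly all actives have a fitted effect of over 60% in size; reporter is driven by a mutant NPC1 promoter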
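Stably transfected Huh7 (NPC1 promoter→luciferase), 1500 cells/well in Opti-MEM + 10% FBS, 2 h settle, then compound 24 h at 37 °C. Luminescence after 10 min with Amplite reagent.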
uPA generation: qHTS for Inhibitors of Cell Surface uPA Generation; cell surface uPA generation assay, qHTS; Potency, µM (titrated, usually from 38.3 µM), without a hit: at the highest dose activity change, negative = inhibition, most hits filed as inhibitors; actives 0.31% (n = 330,000); AID 540303, 2011; active = well fitted inhibition curve with a large enough effect; inconclusive = small, poorly fitted or top-dose-only effect; inactive = no such curve, though single readings can be large or run the other way; tested in mouse RAW 264.7 cells; note: potency is the fitted concentration of half-maximal effect; % is set by controls: 0 for no effect and ±100 for the full control effect; nearly all actives have a fitted effect of over 55% in size
KCNH2 3.1 block: qHTS for Inhibitors of KCHN2 3.1: Mutant qHTS | U2OS KCNH2 3.1, thallium flux FluxOr; hits give low values | activity change, % (tested at about 1.8 µM) | actives 0.95% (n = 340,000) | AID 720553, 2013;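 active = maximum activity change below -70%; inconclusive = maximum activity change from -70% to -50%; inactive = maximum activity change above -50%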;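 note: thallium influx rate constant from kinetic fluorescence after stimulation buffer; % is set by controls: 0 for no effect and ±100 for the full control effect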
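We transduce U2OS cells with the mutant 3.1 virus, culture them overnight, load FluxOr with Red40 quencher for 45 min, then add stimulation buffer and read kinetically for 2 min to derive a normalized rate constant.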
Giardia killer: Small Molecules that selectively kill Giardia lamblia: qHTS. Giardia lamblia trophozoite viability. activity change, % at 7.66 µM, hits read low. actives 0.15% (n = 340,000). AID 540267, 2011; in the data active = activity change below about -80%; inconclusive = between about -30% and that limit;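 note: parasites exposed to compound for two days anaerobically before the ATP read; % is set by controls: 0 for no effect and ±100 for the full control effect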
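Trophozoites 100 cells/well + cpd; 48 hrs, 37 deg C, anaerobic. ATPLite 1-Step added, 15-30 min RT, luminescence read (ATP-based viability).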
RORgamma inh: qHTS for inhibitors of ROR gamma transcriptional activity; Nuclear receptor ROR-gamma (Mus musculus), P51450; Drosophila S2 Gal4-RORgamma UAS-luciferase reporter, 20 h; Potency, µM (highest dose often 53.6 µM), inactives show at the top dose activity change, negative = inhibition, most hits filed as inhibitors; actives 5.4% (n = 310,000); note: potency is the fitted concentration of half-maximal effect; % is set by controls: 0 for no effect and ±100 for the full control effect; nearly all actives have a fitted effect of over 60% in size
Target sequence (P51450 whole entry, looked up, the tested form may be a part): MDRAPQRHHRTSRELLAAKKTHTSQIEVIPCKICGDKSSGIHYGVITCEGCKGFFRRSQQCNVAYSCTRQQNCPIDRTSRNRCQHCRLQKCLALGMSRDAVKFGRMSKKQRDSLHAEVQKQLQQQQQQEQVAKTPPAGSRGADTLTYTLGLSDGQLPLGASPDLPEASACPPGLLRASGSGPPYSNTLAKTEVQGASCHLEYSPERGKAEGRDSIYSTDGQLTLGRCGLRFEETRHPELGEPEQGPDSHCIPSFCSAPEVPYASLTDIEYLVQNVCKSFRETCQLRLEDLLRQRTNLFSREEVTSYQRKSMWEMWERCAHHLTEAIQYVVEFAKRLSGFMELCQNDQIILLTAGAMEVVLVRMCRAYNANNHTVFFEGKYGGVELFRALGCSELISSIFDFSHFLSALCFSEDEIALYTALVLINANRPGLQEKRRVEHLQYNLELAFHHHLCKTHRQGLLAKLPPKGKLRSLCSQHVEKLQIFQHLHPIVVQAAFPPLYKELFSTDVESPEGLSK
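Using a luciferase readout, inhibitors were identified by reduced reporter activity in Drosophila cells coexpressing a copper-inducible Gal4–ROR gamma fusion and UAS-driven Photinus luciferase, incubated 20 hr after 700 uM copper sulfate.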
ELG1 genotoxic: qHTS screen for small molecules that induce genotoxicity in human embryonic kidney (HEK293T) cells expressing luciferase-tagged ELG1; actives 1.3% (n = 330,000); HEK293T ELG1-luciferase reporter, luminescence, 16 h; Potency, µM (top dose mostly 46 µM), inactives show top-dose activity change, positive = activation, hits mostly activators; AID 504466, 2011; note: potency is the fitted concentration of half-maximal effect; % of control where 0% means no effect; nearly all actives have a fitted effect of over 60% in size
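Reporter readout depends on ELG1 protein level, which increases with genetic stress. After 16 hr compound exposure at 37 °C, luciferase activity was quantified using ONE-Glo.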
VP16 counter: VP16 counterscreen qHTS for inhibitors of ROR gamma transcriptional activity; Drosophila S2 Gal4-VP16 UAS-luciferase, luminescence, 20 h; Potency, µM (series often up to 53.6 µM), inactives show at the top dose activity, negative = inhibition, usual class: inhibitors; actives 3.5% (n = 310,000);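 note: Gal4-VP16 expression switched on by copper sulfate through the metallothionein promoter; potency is the fitted concentration of half-maximal effect; % is set by controls: 0 for no effect and ±100 for the full control effect; nearly all actives have a fitted effect of over 50% in size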
Active calls of the source: *; [ ] = dose if it differs, or a comment. Unless noted, calls come from the whole dose curve; as a rule, active = well fitted curve in the direction sought with a large enough effect; inconclusive = small, poorly fitted or top-dose-only effect, or another doubt; inactive = no such curve, though single readings can be large; an effect the other way counts as inactive or inconclusive. Outcome played no part in choosing rows; 14% or so of the library scored in one or more.

Screening COc1ccc(Cl)cc1N(C)C(=O)CCNC(=O)Cn1cnc2ccccc2c1=O returned Coupling enz 0, FLuc modulator -5%, Rab9 prom act 0%, Tb PFK block -2%, NPC1 promoter act 5%, uPA generation 11%, KCNH2 3.1 block 5, Giardia killer -4, RORgamma inh 16%, ELG1 genotoxic -7% and VP16 counter -7%.
Screening COc1ccc(-n2nnnc2/C=C\Nc2ccc(C)cc2)cc1 returned Coupling enz 3, FLuc modulator inconclusive, Rab9 prom act -5%, Tb PFK block -2%, NPC1 promoter act 1%, uPA generation -1%, KCNH2 3.1 block -3, Giardia killer 4, RORgamma inh -3%, ELG1 genotoxic -2% and VP16 counter 0%.
Screening CC[C@]1(C(=O)OC)[C@H]2C(=O)N(C)C(=O)[C@H]2[C@H]2CN=C(SCc3ccc(OC)cc3)N21 returned Tb PFK block -8%, uPA generation inconclusive, KCNH2 3.1 block -15, Giardia killer 24 and ELG1 genotoxic -4%.
`O=C1/C(=C\c2ccco2)CCC/C1=C\c1ccco1` gave Coupling enz -12, FLuc modulator 4.8µM*, Rab9 prom act 3.2µM*, Tb PFK block inconclusive, NPC1 promoter act 4µM*, uPA generation -7%, KCNH2 3.1 block 11, Giardia killer -6, RORgamma inh -20%[10 µM], ELG1 genotoxic 15µM* and VP16 counter -92%.
Screening CSC(=CC(=O)c1ccc(F)cc1)SC returned Coupling enz 0, FLuc modulator inconclusive, Rab9 prom act 22%, Tb PFK block 0%, NPC1 promoter act 19%, uPA generation 1%, KCNH2 3.1 block -20, Giardia killer -5, RORgamma inh 43%, ELG1 genotoxic 8% and VP16 counter 1%.
`Cc1cccc(OCCSc2nc3ccccc3n2CC(=O)O)c1` gave Coupling enz 7, FLuc modulator -17%, Rab9 prom act 13%, Tb PFK block 2%, NPC1 promoter act 1%, uPA generation 3%, KCNH2 3.1 block -2, Giardia killer inconclusive, RORgamma inh 7%, ELG1 genotoxic -2% and VP16 counter 3%.
`CCN(CC)NC(=S)Nc1ccccc1` gave Coupling enz 2, FLuc modulator 1%, Rab9 prom act -1%, Tb PFK block -2%, NPC1 promoter act 0%, KCNH2 3.1 block 2, Giardia killer 4, RORgamma inh 3.2µM*, ELG1 genotoxic -2% and VP16 counter inconclusive.
CC1CN(S(=O)(=O)c2ccc(Cl)c(S(=O)(=O)N3CC(C)OC(C)C3)c2)CC(C)O1 (centres undefined) was read as Coupling enz 2, FLuc modulator 9%, Rab9 prom act 0%, Tb PFK block -6%, NPC1 promoter act 2%, uPA generation -1%, KCNH2 3.1 block -3, Giardia killer 2, RORgamma inh 3%, ELG1 genotoxic 4% and VP16 counter -10%.
`COc1ccc(CN2CC(C(=O)N3CC(C)CC(C)C3)CC2=O)cc1` (centres undefined) gave Coupling enz 2, FLuc modulator 0%, Rab9 prom act -1%, Tb PFK block 3%, NPC1 promoter act 0%, uPA generation 7%, KCNH2 3.1 block inconclusive, Giardia killer 11, RORgamma inh -17%, ELG1 genotoxic 0%[9.26 µM] and VP16 counter -2%.
`CN1CCN(c2ccccc2NC(=O)Cc2cn(C)c3ccccc23)CC1` gave Coupling enz 1, FLuc modulator 0%, Rab9 prom act -15%, Tb PFK block -6%, NPC1 promoter act 3%, uPA generation inconclusive, KCNH2 3.1 block -16, Giardia killer 19, RORgamma inh -24%, ELG1 genotoxic 0% and VP16 counter -12%.
Cc1cc(C)cc(OCC(=O)OCC(=O)N2CCc3ccccc32)c1 was read as FLuc modulator 2%, Rab9 prom act -1%, Tb PFK block -6%, NPC1 promoter act -6%, uPA generation -5%, KCNH2 3.1 block -6, Giardia killer 1 and ELG1 genotoxic 2%.
`Cc1c(Br)c([N+](=O)[O-])nn1CC(=O)N1CCN(Cc2ccccc2)CC1` gave Coupling enz -5, FLuc modulator 13µM*, Rab9 prom act -1%, Tb PFK block 0%, NPC1 promoter act -1%, uPA generation 2%, KCNH2 3.1 block 6, Giardia killer 4, RORgamma inh inconclusive, ELG1 genotoxic 4% and VP16 counter -6%.
CCOC(CNC(=O)C(=O)Nc1cc2c3c(c1)CCN3C(=O)CC2)OCC was read as Coupling enz 0, FLuc modulator 1%, Rab9 prom act 4%, Tb PFK block -1%, NPC1 promoter act -5%, uPA generation 0%, KCNH2 3.1 block -14, Giardia killer 27, RORgamma inh -14%, ELG1 genotoxic inconclusive and VP16 counter -16%.
CCC(C)NS(=O)(=O)c1ccc(OCC(=O)Nc2ccc3c(c2)OCCO3)cc1 (centres undefined) was read as Coupling enz 2, FLuc modulator 1%, Rab9 prom act 0%, Tb PFK block 1%, NPC1 promoter act -1%, uPA generation 0%, KCNH2 3.1 block 16, Giardia killer 16, RORgamma inh 31%, ELG1 genotoxic -1% and VP16 counter -1%.
`Cc1[nH]nc2oc(=O)c(CCO)c(C)c12` gave Coupling enz 2, FLuc modulator 2%, Rab9 prom act -2%, Tb PFK block 4%, NPC1 promoter act -1%, uPA generation 11%, KCNH2 3.1 block -11, Giardia killer 1, RORgamma inh 3%, ELG1 genotoxic 1% and VP16 counter 0%.
For Cc1onc(-c2ccccc2)c1C(=O)NNC(=O)c1ccccc1O the results were FLuc modulator 7%, Rab9 prom act -1%, Tb PFK block 4%, NPC1 promoter act 3%, uPA generation -4%, KCNH2 3.1 block 7, Giardia killer 13 and ELG1 genotoxic 4%.
For CCN(CC)CCN1C(=O)C2C(C(=O)Nc3cc(C)cc(C)c3)C3C=CC2(O3)C1C(=O)NC1CCCCC1 (centres undefined) the results were Coupling enz 2, FLuc modulator 2%, Rab9 prom act -1%, Tb PFK block 0%, NPC1 promoter act -2%, uPA generation -1%, KCNH2 3.1 block -4, Giardia killer -7, RORgamma inh -32%, ELG1 genotoxic 11% and VP16 counter -5%.
Cc1ccc(S(=O)(=O)CCC(=O)OCc2cc(C)ccc2C)cc1 was read as FLuc modulator 1%, Rab9 prom act -2%, Tb PFK block 0%, NPC1 promoter act 0%, uPA generation -1%, KCNH2 3.1 block 14, Giardia killer 2 and ELG1 genotoxic -11%.
Screening CCN(CCCNC(=O)COc1cc(=O)n(CC)c2ccccc12)c1ccccc1 returned Coupling enz 3, FLuc modulator 1%, Rab9 prom act -1%, Tb PFK block -5%, NPC1 promoter act 0%, uPA generation -3%, KCNH2 3.1 block 3, Giardia killer 48[activator], RORgamma inh -23%, ELG1 genotoxic 8% and VP16 counter -10%.
`C/C(CC(=O)Nc1ccccc1-c1ccccc1)=N\NC(=O)COc1ccc(C)cc1Br` gave Coupling enz 0, FLuc modulator -11%, Rab9 prom act 22%, Tb PFK block 4%, NPC1 promoter act 15%, uPA generation 5%, KCNH2 3.1 block -20, Giardia killer -14, RORgamma inh inconclusive, ELG1 genotoxic 23µM* and VP16 counter -15%.
For O=C(OCC(=O)N1CCCc2ccccc21)c1cccc(C(F)(F)F)c1 the results were FLuc modulator 12%, Rab9 prom act 1%, Tb PFK block -9%, NPC1 promoter act -4%, uPA generation -9%, KCNH2 3.1 block 6, Giardia killer -19 and ELG1 genotoxic 1%.
For Cn1c(CNC(=O)CNS(=O)(=O)c2ccc(Br)cc2)cc(=O)n(C)c1=O the results were Coupling enz -2, FLuc modulator 0%, Rab9 prom act -3%, Tb PFK block -1%, NPC1 promoter act 0%, uPA generation 6%, KCNH2 3.1 block 1, Giardia killer -10, RORgamma inh -13%, ELG1 genotoxic 2% and VP16 counter -5%.
For CCN(CC)CCCN1C(=O)C(=O)/C(=C(/O)c2ccc3c(c2)CC(C)O3)C1c1ccncc1 (centres undefined) the results were Coupling enz 0, FLuc modulator 2%, Rab9 prom act 1%, Tb PFK block 0%, NPC1 promoter act 1%, RORgamma inh 5%, ELG1 genotoxic 2% and VP16 counter 1%.
`Cc1ccc(NC(=O)C2Oc3ccccc3OC2C)cc1` (centres undefined) gave Coupling enz 0, FLuc modulator 1%, Rab9 prom act 27%, Tb PFK block 1%, NPC1 promoter act 22%, uPA generation 12%, KCNH2 3.1 block 28, Giardia killer -7 and ELG1 genotoxic 0%.
